TRPV1 ag = human TRPV1 agonism; Q8NER1; TRPV1-expressing cells, Fluo-8 calcium influx, agonist mode; activation, % at 8.33 µM; actives 0.19% (n = 320,000); AID 540275; in the data active = activation above about 80%; inconclusive = between about 30% and that limit; also: 0% is about no effect
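Cells expressing TRPV1 were dye-loaded with Fluo-8 and read kinetically: 10 s baseline, 3 min after compound (agonist portion), then 2 min after EC20 capsaicin (allosteric enhancer portion). Calcium-bound dye fluorescence at 480/520 nm.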
MLL CXXC-DNA inh = blocks binding of human MLL CXXC domain to DNA; Q03164; MLL-CXXC / FITC-HOXA9 DNA fluorescence polarization; Potency, µM (series often up to 115 µM), inactives show at the top dose activity change, negative = inhibition, actives largely listed as inhibitors; actives 0.037% (n = 290,000); active = well fitted inhibition curve with a large enough effect in the polarisation, with a control signal flat, not every such curve was filed as active; inconclusive = small, poorly fitted or top-dose-only effect, or effect the other way, or a change in a side signal; inactive = no such curve, though single readings can be large or run the other way; the % refers to the polarisation; also: potency is read from the fitted curve at half-maximal effect
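Fluorescence polarization: 7 uM MLL-CXXC (stock) preincubated 5 min with compounds, then 50 nM fluorescein-HOX-A9 DNA (stock) added; 30 min ambient. Buffer 50 mM Tris-HCl pH 7.5, 50 mM NaCl, 1 mM DTT, 0.05% BSA.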
TCR act = T cell receptor activation; 330,000 tested, under 10 active; primary human leukocytes, anti-CD3, IL-2 HTRF, 48 h; Potency, µM (titrated, usually from 9.22 µM), inactives show at the top dose activation of IL-2 secretion, usual class: activators; also: % of control where 0% means no effect
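IL-2 release read by HTRF sandwich (Eu cryptate donor, d2 acceptor, 665 nm emission) after 48 hr exposure of primary human leukocytes to compound together with anti-CD3 beads in the absence of co-stimulatory signals.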
p53 reactivation = restores transcriptional activity of mutant p53; Potency, µM (highest dose often 92.2 µM), for the others: at the highest dose activity change, positive = activation, hits mostly activators; actives 0.063% (n = 320,000); H1299 p53-A138V BP100-luciferase reporter, luminescence, 24 h; AID 504706; also: potency is read from the fitted curve at half-maximal effect; % of control where 0% means no effect; nearly all actives have a fitted effect of over 45% in size
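p53-null H1299 cells stably carrying temperature-sensitive p53-A138V and a BP100-luciferase reporter were pinned with compounds (4-point, 1:5 series) and held 24 hrs at 37 deg C. Luminescence was read 10 min after detection reagent.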
Integrin act MD = integrin-mediated muscular dystrophy alleviation activation. AID 624291. alpha7betagal myoblasts, beta-gal FDG fluorescence, 48 h. Potency, µM (titrated, usually from 38.3 µM), for the others: at the highest dose activation, hits mostly activators. actives 0.064% (n = 350,000);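 also: potency is read from the fitted curve at half-maximal effect; 100% = response of the positive control SU9516; nearly all actives have a fitted effect of over 60% in size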
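alpha7betagal+/- myoblasts (passage 13, 250/well) treated 48 h at 37C with compounds at 1:260 dilution of DMSO stock. Lysed, then beta-galactosidase activity read as FDG fluorescence (ex 480/em 540) after 30 min, with pre-read for autofluorescence.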
ELG1 DNA repair = blocks ELG1-dependent DNA repair in HEK293T cells. HEK293T ELG1-luciferase reporter, luminescence, 16 h; DNA damage induced by 5-fluorouridine. Potency, µM (highest dose often 46.1 µM), for the others: at the highest dose activity change, negative = inhibition, most hits filed as inhibitors. actives 2.3% (n = 330,000); also: potency is read from the fitted curve at half-maximal effect; % is scaled to controls: 0 for no effect and ±100 for the full control effect; nearly all actives have a fitted effect of over 55% in size
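Step one: seed 2,000 cells per well. Step two: pin-transfer compound or DMSO alongside 5-fluorouridine. Step three: incubate 16 hr, 37 °C, 5% CO2. Step four: add ONE-Glo, wait 30 min, read luminescence.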
B2AR arrestin = agonists driving beta-arrestin recruitment to human beta2-adrenergic receptor | actives 0.02% (n = 330,000) | Potency, µM (series often up to 46.1 µM), for the others: top-dose activation, actives largely listed as activators | P07550 | beta-arrestin recruitment to beta2AR, cell-based reporter | AID 492947;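 also: potency is read from the fitted curve at half-maximal effect; 0% = DMSO controls and full agonism = EC100 isoproterenol or metaproterenol; nearly all actives have a fitted effect of over 65% in size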
PTAP TSG101 blk = blocks PTAP/TSG101 interaction to inhibit HIV-1 budding | Fluorescence polarization, FITC-PTAP peptide / Tsg101 binding | Potency, µM (doses to about 115 µM), inactives show top-dose activity change, negative = inhibition, usual class: inhibitors | 340,000 tested, under 10 active; active = well fitted inhibition curve with a large enough effect in the main read-out, with a control signal flat, not every such curve was filed as active; inconclusive = small, poorly fitted or top-dose-only effect, or effect the other way, or a change in a side signal; inactive = no such curve, though single readings can be large or run the other way; also: potency is read from the fitted curve at half-maximal effect; % of control where 0% means no effect
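Steps: Tsg101 binding domain dispensed (10 uM final), compounds pinned in DMSO, FITC-labeled PTAP-motif peptide added (50 nM final); after 20 min binding at room temperature, polarization measured.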
BRCA1 expr act = activators of BRCA1 expression. MCF7-BRCA1-FFLuc reporter, luminescence, 48 h; response scale: scaled: vehicle 0%, 10 µM genistein 100%. Potency, µM (top dose mostly 46.1 µM), inactives show at the highest dose activation, most hits filed as activators. actives 1.1% (n = 380,000). AID 624202; also: potency is read from the fitted curve at half-maximal effect; nearly all actives have a fitted effect of over 80% in size; some results filed as inactive show a strong effect at the top dose
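Cells: MCF7-BRCA1-FFLuc, 2000/well. Exposure: 48 h, 37 °C, 5% CO2. Read: luminescence, 15 min post-substrate. Controls: genistein 10 microM (maximal activation), DMSO (neutral).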
AT treatment = potential ataxia-telangiectasia treatments restoring KAP-1 phosphorylation. […] A-T fibroblasts, KAP-1 phosphorylation AlphaLISA; neocarzinostatin DNA damage 30 min before lysis. actives 0.19% (n = 320,000). Potency, µM (top dose mostly 57.5 µM), for inactives: at the highest dose activation, usual class: activators; also: potency is read from the fitted curve at half-maximal effect; % of control where 0% means no effect; nearly all actives have a fitted effect of over 45% in size
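ATM-like activity read as KAP-1 phosphorylation via AlphaLISA donor/acceptor antibody pairs after lysis and 6 hr at 25C. Cells were ATM-null patient fibroblasts ([…], hTERT), dosed 60 min, then exposed to the DSB inducer NCS for 30 min.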
* hit, by the source's call; ? = inconclusive; · = no result given; [ ] = another dose, or the depositor's remark. Unless noted, calls follow the shape of the dose curve; as a rule, active = well fitted curve in the direction sought with a large enough effect; inconclusive = small, poorly fitted or top-dose-only effect, or another doubt; inactive = no such curve, though single readings can be large; an effect the other way counts as inactive or inconclusive.

Fields – p53 reactivation | Integrin act MD | TRPV1 ag | PTAP TSG101 blk | MLL CXXC-DNA inh | BRCA1 expr act | B2AR arrestin | TCR act | AT treatment | ELG1 DNA repair
Cc1cc(C)nc(N(C#N)S(=O)(=O)c2ccccc2)n1
  7% | -14% | 2 | -3% | 13% | -4% | -0.2% | 7% | 1% | 2%
CC(Sc1nnc(C(C)Oc2ccccc2F)o1)C(=O)NCc1ccc2c(c1)OCO2 (stereo not given)
  6% | -2% | 19 | -6% | · | -14% | 0.0% | -7% | 11% | ?
Cn1c(C2CCCN2C(=O)OC(C)(C)C)n[nH]c1=S (stereo not given)
  -24% | 1% | -3 | 0% | 1% | 44% | -0.3% | -8% | 0% | 0%
Cc1ccc(-n2ncc3c2CCCC3NC(=O)CCc2cnccn2)cc1C (stereo not given)
  -9% | -25% | 15 | · | -4% | 1% | -0.7% | -121% | 11% | -27%
Clc1ccc(N2COC3c4cccc5cccc(c45)C32)cc1 (stereo not given)
  29% | -8% | 6 | -4% | 4% | -56% | 0.0% | 0%[46.1 µM] | 14% | ?
CCN(CC)C1CC(=O)N(c2cccc(Cl)c2)C1=O (stereo not given)
  · | -4% | 9 | -6% | -5% | -17% | -1.0% | -3% | -1% | -6%
Nc1c(C(=O)Nc2cccc(Cl)c2Cl)sc2nc(-c3cccnc3)ccc12
  12% | 12% | -9 | 4% | 13% | 64% | 0.4% | 8%[46.1 µM] | 3% | 9%
COc1cc(-c2nn3c(-c4ccccc4)nnc3s2)cc(OC)c1OC
  1% | -5% | 4 | -2% | 0% | -31% | -0.3% | 6% | 3% | ?
CCOc1ccc(NC(=O)CC(=O)Nc2ccc(OCC)cc2)cc1
  4% | 4% | -2 | -2% | -6% | 28% | -0.9% | 4% | 4% | ?
CCCC(C(=O)NC1CCCC1)N(C(=O)Cn1nnc(-c2ccc(C)o2)n1)c1ccccc1F (stereo not given)
  -2% | 31% | 17 | -5% | -9% | -18% | -0.5% | 2% | 5% | ?
N#C/C(=C/c1ccc(N2CCOCC2)o1)c1ccc(Cl)cc1
  -62%[inhibitor] | -73%[inhibitor] | 21 | 19% | ? | 50% | 11% | 2% | 5% | ?
CCOc1ccc(N(C(C)C(=O)NC2CCCCCC2)S(C)(=O)=O)cc1 (stereo not given)
  -10% | 26% | 10 | 0% | -3% | 3% | -0.1% | 1% | -4% | 0%
Cc1ccccc1NC(=O)c1c2c(nc3ccccc13)CCC2
  -2% | -26% | 7 | 0% | -4% | -26% | -0.1% | 4% | 4% | 2%
O=C(Nc1cccc([N+](=O)[O-])c1)c1ccc2c(c1)OCCO2
  24% | 17% | 27 | -3% | 0% | 13µM* | 0.1% | 1%[46.1 µM] | 7% | ?
COC(=O)c1ccccc1NC(=O)CN(CCc1ccccc1)S(C)(=O)=O
  · | -16% | -2 | -6% | -6% | -14% | · | 0% | · | ·
COc1ccc(OC)c(C2CC(=O)Nc3c2c(=O)[nH]c2ncnn32)c1 (stereo not given)
  -1% | -3% | 1 | -3% | 46%[activator] | 10% | -0.3% | 7% | -3% | 0%
Cc1ccc(-c2csc(NC(=O)Cn3[nH]c(=O)c4ccccc4c3=O)n2)cc1
  -3% | -32% | -1 | 9% | ? | 85% | 4.6% | -2% | 1% | -6%
COc1ccc(OC)c(C(=O)COC(=O)C2CC3CCCC(C2)C3=O)c1 (stereo not given)
  6% | -3% | 0 | 0% | -8% | 3% | 0.0% | 1% | · | ?
CCOc1ccccc1N1CCN(C(=O)[C@@H]2CCCN2C2=NS(=O)(=O)c3ccccc32)CC1
  3% | -2% | -8 | -4% | · | 1% | -0.1% | -5% | 5% | 12%
CC[C@]12c3[nH]c4ccc(Cl)cc4c3CCN1C(=O)[C@@H](CC(=O)NCCCN(C)C)C[C@@H]2C(=O)N1CCN(C(=O)C2CC2)CC1
  -4% | 12% | · | -6% | · | 2% | -0.6% | -5%[46.1 µM] | 7% | 1%
O=C(NC(=S)Nc1cccc(O)c1)C1CCCCC1
  ? | 10% | · | 1% | · | 68% | 0.2% | 1%[46.1 µM] | -13% | ?
COc1ccc(C)cc1NC(=O)/C=C/c1ccc(OC)c(S(=O)(=O)N2CCOCC2)c1
  -17% | -20% | 1 | -5% | · | 3% | -1.0% | 3% | -1% | ?
Cn1c(CN(O)S(=O)(=O)c2ccc(Cl)cc2)nnc1C(F)(F)F
  1% | -34% | 1 | -1% | -3% | 0% | -0.2% | 1% | 9% | 16%
Cc1nc(/C=[N+](\[O-])C(C)(C)/C=N/O)n(O)c1C
  -1% | -19% | 2 | -1% | -5% | -5% | -0.2% | 1% | 0% | 3%
COc1cccc(CN(C)CC(=O)Nc2sc3c(c2C#N)CCC3)c1
  2% | -32%[inhibitor] | 27 | -4% | 2% | 0% | -0.2% | 3% | 9% | ?
O=C1CN(C(=O)COC(=O)c2cc(S(=O)(=O)N3CCOCC3)ccc2Cl)c2ccccc2N1
  2% | 33% | 0 | 5% | 1% | 0% | 1.3% | 1% | 23% | -2%
CC(O)(CC(=O)CC(=O)c1ccccc1)c1ccccc1 (stereo not given)
  · | 2% | · | -1% | · | -70% | · | 0% | · | ·
CC(Sc1ccsc1[N+](=O)[O-])C(=O)N1CCN(c2ccccn2)CC1 (stereo not given)
  6% | 2% | 4 | -4% | -6% | -13% | 0.1% | 1% | 0% | 8%
COCCn1cnnc1SCC(=O)Nc1sccc1C(N)=O
  2% | 37% | -2 | 1% | 2% | 0% | -0.3% | -9% | 1% | 2%
O=S(=O)(NCCc1ccccc1)c1ccc(F)cc1
  9% | 20% | 1 | -9% | 7% | 50% | -3.0% | -3% | -2% | 18%

Reprinted at random: 2 compounds from above.
Fields – p53 reactivation | Integrin act MD | TRPV1 ag | PTAP TSG101 blk | MLL CXXC-DNA inh | BRCA1 expr act | B2AR arrestin | TCR act | AT treatment | ELG1 DNA repair
COC(=O)c1ccccc1NC(=O)CN(CCc1ccccc1)S(C)(=O)=O
  · | -16% | -2 | -6% | -6% | -14% | · | 0% | · | ·
CCN(CC)C1CC(=O)N(c2cccc(Cl)c2)C1=O (stereo not given)
  · | -4% | 9 | -6% | -5% | -17% | -1.0% | -3% | -1% | -6%

(listing goes on)
Fields – p53 reactivation | Integrin act MD | TRPV1 ag | PTAP TSG101 blk | MLL CXXC-DNA inh | BRCA1 expr act | B2AR arrestin | TCR act | AT treatment | ELG1 DNA repair
C[C@@]12C(=O)Nc3cc(F)c(F)cc3C(=O)N1[C@H]1c3ccccc3OC[C@@H]1[C@@H]2c1ccccc1
  · | -17% | · | -1% | · | -37% | · | 15% | · | ·
Cc1cc(C(=O)Nc2ccc3c(c2)OCCO3)c(C)o1
  15% | 0% | 5 | -1% | 0% | 73% | -1.7% | -1% | -4% | ?
COc1ccc(C(=O)Nc2ccc(NC(=O)c3cccs3)cc2)cc1[N+](=O)[O-]
  3% | 1% | -8 | -1% | 2% | -17% | -0.5% | 0%[46.1 µM] | -2% | 13%
CC[C@H](C)[C@@H](C(=O)NCCCCCCCCCCC(=O)N1CCN(C(=O)OC(C)(C)C)CC1)n1cc(CCCCCNC(=O)OC(C)(C)C)nn1
  0% | -16% | 4 | 0% | · | -26% | -0.9% | -4% | -10% | ?
Cc1c(C(=O)Nc2cc(S(=O)(=O)N3CCOCC3)ccc2N2CCN(C)CC2)oc2ccccc12
  -4% | 6% | -7 | 0% | -14% | -28% | -0.7% | 3% | 19% | 16µM*
COc1ccc(CCCc2nnc(SCC(=O)Nc3ccccc3F)o2)cc1
  1% | 4% | -7 | -2% | 0% | 7% | 0.1% | 0% | 4% | 4%
COc1ccc(N2C(=O)N(Cc3ccccc3F)c3ccccc3S2(=O)=O)cc1
  -3% | · | 6 | · | -2% | · | 0.4% | · | 6% | ?
CCN(CC)S(=O)(=O)c1ccc2[nH]c(=O)cc(C(=O)NCc3ccccc3)c2c1
  8% | 13% | -1 | -1% | 10% | -13% | -0.1% | -1% | 1% | ?
O=C(NC1CCCCC1)C(c1ccc(O)c(O)c1)N(C(=O)Cn1nnc2ccccc21)c1cccc(O)c1 (stereo not given)
  4% | -1% | 1 | -6% | -2% | -18% | 0.0% | 2% | -6% | -3%
Cc1ccc(-c2nc(-c3ccncc3)no2)c(Cl)c1
  ? | -8% | -7 | 2% | -1% | ? | 0.4% | · | 14% | ?
Cc1ccsc1CN(C)Cc1nc(C2CC2)no1
  0% | -14% | 1 | 0% | 3% | 28% | -0.3% | 2% | 1% | 16%
CC(C)(C)c1cc(/C=C2\NC(=O)NC2=O)cc(C(C)(C)C)c1O
  6% | -15% | 21 | 0% | -2% | -42% | 0.0% | -6% | -2% | ?
CCN(CC)CCCN(C(=O)c1ccc(F)cc1)c1nc(-c2ccc(OC)cc2)cs1
  · | -48%[inhibitor] | 2 | 0% | ? | -10% | -0.6% | 6% | -1% | -25%
CCOC(=O)C1=NOC(CNC(=O)C2=NOC(CNC(=O)c3c(-c4ccccc4Cl)noc3C)C2)C1 (stereo not given)
  1% | 18% | · | -2% | 1% | -21% | -0.4% | -23% | -5% | -1%

Assay outcomes (PubChem)
